PrPC TRFRET: inhibitors of human cell surface prion protein PrPC; P04156; TR-FRET read-out; inhibition, % at 13.8 µM; 370,000 tested, 0.43% active; AID 720596; in the data active means inhibition above about 24%; further: 0% = median of the test wells and 100% = reference compound wells
BoNT F protease: BoNT F light chain protease inhibition. 360,000 tested, 0.22% active. AID 588497. Multiplex microsphere protease cleavage assay, flow cytometry. inhibition, % at 10 µM; in the data active means inhibition above about 35%, passing the limit was not always enough; inconclusive means no clear call, values can overlap the other calls; further: plate controls were buffer without enzyme for full effect and enzyme alone for no effect
UGM FP inh: blocks M. tuberculosis UGM enzyme. P9WIQ1. purified UGM, fluorescence polarization probe displacement. inhibition, % at 10 µM. 320,000 tested, 0.06% active. AID 504406; in the data active means inhibition above about 10%, passing the limit was not always enough; inconclusive means no clear call, values can overlap the other calls
Target sequence (P9WIQ1 whole entry, looked up): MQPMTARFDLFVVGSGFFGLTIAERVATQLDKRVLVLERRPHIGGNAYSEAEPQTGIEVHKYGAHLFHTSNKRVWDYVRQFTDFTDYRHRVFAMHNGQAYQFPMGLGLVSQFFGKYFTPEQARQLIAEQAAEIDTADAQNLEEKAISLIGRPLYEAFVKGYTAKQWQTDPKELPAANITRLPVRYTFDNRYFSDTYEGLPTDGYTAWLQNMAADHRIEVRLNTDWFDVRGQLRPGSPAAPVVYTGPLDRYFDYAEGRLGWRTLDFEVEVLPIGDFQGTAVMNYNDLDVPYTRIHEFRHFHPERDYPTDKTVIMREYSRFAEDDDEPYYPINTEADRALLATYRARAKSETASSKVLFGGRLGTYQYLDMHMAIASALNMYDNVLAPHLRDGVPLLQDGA
Mtb FBA inh: inhibits M. tuberculosis FBA enzyme. P9WQA3. purified M. tuberculosis FBA, fluorescence read-out. inhibition, % at 1 µM. 360,000 tested, 2.3% active. AID 588726; in the data active means inhibition above about 27%;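 further: 0% = vehicle and 100% = reference inhibitor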
Target sequence (P9WQA3 whole entry, looked up): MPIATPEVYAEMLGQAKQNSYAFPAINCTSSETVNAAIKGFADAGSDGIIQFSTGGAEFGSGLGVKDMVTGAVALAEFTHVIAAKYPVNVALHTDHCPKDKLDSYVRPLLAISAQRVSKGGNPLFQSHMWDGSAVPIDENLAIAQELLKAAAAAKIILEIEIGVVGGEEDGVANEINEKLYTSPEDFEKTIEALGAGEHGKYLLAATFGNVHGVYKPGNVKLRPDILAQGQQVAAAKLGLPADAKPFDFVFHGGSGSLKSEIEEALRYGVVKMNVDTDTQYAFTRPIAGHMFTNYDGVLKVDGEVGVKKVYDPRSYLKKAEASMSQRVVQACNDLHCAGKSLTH
BoNT-A LC inh2: BoNT A light chain protease inhibition. multiplex microsphere protease substrate cleavage, flow cytometry. inhibition, % at 10 µM. 360,000 tested, 0.17% active. AID 588499; in the data active means inhibition above about 30%; inconclusive means no clear call, values can overlap the other calls; further: plate controls were buffer without enzyme for full effect and enzyme alone for no effect
CCHF vOTU inh: CCHFV vOTU protease inhibition; Pep-AMC fluorescence; inhibition, % at 11.5 µM; 370,000 tested, 0.55% active; AID 651958; further: 0% = vehicle wells with enzyme and 100% = no enzyme wells
Mtb BioA inh: BioA (M. tuberculosis) enzyme inhibition; purified M. tuberculosis BioA enzyme, plate reader; AID 602481; inhibition, % at 9.99 µM; 360,000 tested, 0.096% active; in the data active means inhibition above about 40%; inconclusive means no clear call, values can overlap the other calls
FadD28 FP inh: blocks FadD28 binding to the bisubstrate probe; 360,000 tested, 0.22% active; fluorescence polarization; inhibition, % at 12.5 µM; in the data active means inhibition above about 8.5%, passing the limit was not always enough; inconclusive means no clear call, values can overlap the other calls
GDH-TPI inh: GDH-TPI coupled enzyme inhibition counter-screen; GDH-TPI coupled enzyme counterscreen, NADH absorbance; inhibition, % at 4.8 µM; 360,000 tested, 1.2% active; AID 588335;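 further: 0% = DMSO wells and 100% = wells lacking the enzyme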
Active calls of the source: *; ? = inconclusive; · = not tested or not shown. Unless noted, no stated cut-off is given here; in the data, active means inhibition above about 30%; inactive means the rest. Hits appear at their usual frequency (roughly 4.8% active in at least one column).

Preview:
SMILES | CCHF vOTU inh | BoNT-A LC inh2 | Mtb BioA inh | GDH-TPI inh | FadD28 FP inh | Mtb FBA inh | BoNT F protease | PrPC TRFRET | UGM FP inh
COc1cc2ccc(C(C)=NNC(N)=S)cc2cc1OC | -4 | -0.2 | 1.7 | 42* | -1.3 | -1 | 1 | 1 | ·
COc1cccc(C(=O)Nc2cccc(-c3nnc(-c4ccco4)o3)c2)c1 | 7 | 0.2 | · | 4 | -11 | 0 | -4 | -5 | 1.4

The listing, from the first entry:
SMILES | CCHF vOTU inh | BoNT-A LC inh2 | Mtb BioA inh | GDH-TPI inh | FadD28 FP inh | Mtb FBA inh | BoNT F protease | PrPC TRFRET | UGM FP inh
COc1cc2ccc(C(C)=NNC(N)=S)cc2cc1OC | -4 | -0.2 | 1.7 | 42* | -1.3 | -1 | 1 | 1 | ·
COc1cccc(C(=O)Nc2cccc(-c3nnc(-c4ccco4)o3)c2)c1 | 7 | 0.2 | · | 4 | -11 | 0 | -4 | -5 | 1.4
CC1=C(C(=O)Nc2ccccc2F)C(c2ccsc2)C2=C(CC(C)(C)CC2=O)N1 (configuration not stated) | -10 | 0.3 | · | 15 | -2.6 | 23 | 1 | -2 | 0.2
N#Cc1ccc(S(=O)(=O)N2CCN(CC(=O)NCC3(N4CCOCC4)CCCCC3)CC2)cc1 | 1 | -3.2 | · | -10 | -2.8 | 0 | -3 | -3 | 0.2
CCCN(CCC)C(=O)Nc1cc(Cl)ccc1OC | -1 | -1.7 | -0.7 | -2 | -0.8 | 2 | -3 | 4 | -0.4
CCCCN1C(=O)C(O)(CC(=O)c2ccccc2OC)c2ccccc21 (configuration not stated) | -5 | -0.8 | -1.8 | 6 | 1.1 | 5 | -4 | -5 | 2.0
Cc1ccccc1Nc1cc(=O)oc2ccccc12 | 13 | -1.0 | 1.6 | 3 | -1.2 | 4 | -3 | 4 | -1.4
O=S(=O)(Nc1nc2ccccc2nc1NCc1ccco1)c1ccc(F)cc1 | 27 | -1.0 | · | 34* | 0.1 | 12 | -4 | -7 | -0.2
Clc1ccc(CON/C=N/c2ncnc3sccc23)cc1 | 11 | -0.2 | · | -14 | -5.8 | 4 | -1 | 5 | -1.2
c1ccc(COc2ncnc3c2ncn3CCCNCc2cccs2)cc1 | 8 | 0.2 | 0.4 | 16 | 0.9 | 4 | -2 | -8 | ·
CCn1cc(C(=O)OCC(=O)NCc2ccccc2Cl)c(=O)c2ccc(C)nc21 | 10 | 0.3 | · | -2 | -5.1 | -1 | 0 | 6 | 0.4
O=Cc1ccc(C(=O)OCC(=O)NCCC2=CCCCC2)cc1 | -4 | 0.5 | -1.2 | 2 | -1.7 | -2 | 4 | -1 | 1.0
CCOC(=O)Cc1nc(-c2ccccc2)n[nH]1 | 7 | -0.5 | -0.9 | 5 | -1.7 | -2 | -2 | 2 | 0.0
C=CC1CN(C(=O)OCC(Cl)(Cl)Cl)C2CC3c4ccc(OC)cc4NC3C3CC1C2CO3 (configuration not stated) | · | -0.4 | -1.6 | 3 | -1.2 | 3 | -11 | · | -1.2
CC12CCC(=O)N1C(C(=O)NCc1ccccc1Cl)CS2 (configuration not stated) | -13 | 4.0 | -0.4 | -12 | -4.3 | 3 | 6 | -2 | 1.4
CCOc1ccc(C2NC(=O)NC(C)=C2C(=O)OC)cc1C (configuration not stated) | -1 | 0.2 | 0.2 | 1 | -3.3 | -1 | -8 | 4 | -1.0
COc1ccc(C(=O)N2CCNC(=O)C2CC(=O)Nc2ccc(C)cc2)cc1 (configuration not stated) | -1 | -0.4 | · | -1 | -5.2 | -4 | 1 | -3 | 0.3
Cc1cc(C)nc(SCC(=O)NN)n1 | -2 | -0.7 | · | -4 | -2.6 | -2 | -1 | -2 | 1.9
CCOC(=O)c1nc2c(ccc3ccccc32)cc1C | -27 | 0.0 | 0.6 | 3 | -3.4 | 31* | -2 | -6 | -2.1
CS(=O)(=O)N1CCN(c2ccc(C(=O)NC3C4CC5CC(C4)CC3C5)cc2[N+](=O)[O-])CC1 (configuration not stated) | 7 | -1.3 | -0.9 | 4 | 1.2 | 1 | -2 | -13 | 1.9
O=C(OCc1ccccc1)N1CCC2CC1c1ccc(N3CCOCC3)cc12 (configuration not stated) | 4 | 0.3 | -1.6 | 10 | -3.1 | 2 | 2 | -6 | ·
Cc1ccccc1NC(=O)CCN1C(=O)c2ccccc2C1=O | 0 | -1.7 | -1.7 | 1 | 1.1 | -2 | 17 | -6 | 3.4
COCC(=O)Nc1cc(C)cn(Cc2ccccc2Cl)c1=O | -12 | -1.2 | 0.9 | 4 | -3.5 | 2 | ? | -1 | -1.2
Cc1oc2c(cc(NS(=O)(=O)c3ccc(C(C)C)cc3)c3ccccc32)c1C(=O)O | 27 | -0.3 | -3.5 | -2 | -6.5 | -1 | -2 | -5 | 5.4

Ordered by SMILES length (ascending): some entries from above.
SMILES | CCHF vOTU inh | BoNT-A LC inh2 | Mtb BioA inh | GDH-TPI inh | FadD28 FP inh | Mtb FBA inh | BoNT F protease | PrPC TRFRET | UGM FP inh
CCOC(=O)c1nc2c(ccc3ccccc32)cc1C | -27 | 0.0 | 0.6 | 3 | -3.4 | 31* | -2 | -6 | -2.1
O=C(OCc1ccccc1)N1CCC2CC1c1ccc(N3CCOCC3)cc12 (configuration not stated) | 4 | 0.3 | -1.6 | 10 | -3.1 | 2 | 2 | -6 | ·
Cc1oc2c(cc(NS(=O)(=O)c3ccc(C(C)C)cc3)c3ccccc32)c1C(=O)O | 27 | -0.3 | -3.5 | -2 | -6.5 | -1 | -2 | -5 | 5.4
C=CC1CN(C(=O)OCC(Cl)(Cl)Cl)C2CC3c4ccc(OC)cc4NC3C3CC1C2CO3 (configuration not stated) | · | -0.4 | -1.6 | 3 | -1.2 | 3 | -11 | · | -1.2

More records.
SMILES | CCHF vOTU inh | BoNT-A LC inh2 | Mtb BioA inh | GDH-TPI inh | FadD28 FP inh | Mtb FBA inh | BoNT F protease | PrPC TRFRET | UGM FP inh
CCc1ccccc1NC(=O)CNC(=O)c1ccc(OCc2cn3ccccc3n2)cc1 | 14 | -0.4 | -1.6 | 4 | -2.9 | 9 | -4 | -5 | 0.8
O=[N+]([O-])c1ccc(NCc2ccccn2)nc1 | 17 | 0.3 | 2.1 | 10 | 0.8 | 2 | 2 | -14 | -1.4
COc1ccc(CNC(=O)CN(Cc2ccc(F)cc2)C(=O)c2csnn2)cc1 | -3 | 0.4 | 1.4 | -2 | -4.0 | -1 | -1 | 1 | 0.8
Cc1c(N=C2NN=C(c3c[nH]c4ccccc34)CS2)c(=O)n(-c2ccccc2)n1C | 1 | 19 | 1.1 | 50* | -3.4 | 0 | -23 | -5 | -0.2
CCN(CCCNC(=O)CN(C)S(=O)(=O)c1cccc2nsnc12)c1ccccc1 | 10 | 0.3 | 0.2 | -2 | -1.5 | -1 | 3 | -34 | -1.0
COC(=O)C1=CN(c2ccc(Cl)cc2)C=C(C(=O)OC)C1c1ccc([N+](=O)[O-])cc1 | 5 | 0.2 | -1.4 | 2 | -1.3 | -1 | -8 | -5 | -6.2
O=C(Cc1ccc(S(=O)(=O)N2CCOCC2)s1)N1CCN(S(=O)(=O)c2cccc(F)c2)CC1 | 2 | -0.3 | -1.0 | -5 | -0.1 | 2 | -1 | 2 | ·
Cc1ccc(-c2ccccc2NC(=O)C2C3C=CC(C3)C2C(=O)O)o1 (configuration not stated) | -1 | -0.4 | -1.3 | -1 | 0.8 | 8 | -3 | -3 | -0.3
O=C(COC(=O)/C=C/c1ccccc1)Nc1cc(C(F)(F)F)ccc1N1CCOCC1 | -10 | -0.5 | -1.3 | -3 | -1.3 | 2 | -8 | -7 | -3.2
CCOC(=O)C1Cn2c(nc3c(c2=O)C(C)(C)Cc2ccccc2-3)S1 (configuration not stated) | 0 | 1.9 | 0.3 | 2 | -4.2 | 8 | ? | -5 | 1.2
CC(/C=C/c1ccc(O)cc1)=N/O | 13 | -0.2 | -0.9 | 12 | -3.7 | 67* | 1 | 4 | -1.3
Cn1c(Cn2c(=O)sc3ccccc32)nnc1SCC(=O)NC1CCCC1 | -5 | -0.1 | -1.3 | 11 | -0.6 | 4 | 1 | -1 | 0.1
O=C1CSC(=S)N1c1ccccc1 | -11 | 2.1 | 0.2 | -3 | -3.7 | -4 | -1 | 1 | ·
Cc1ccc(S(=O)(=O)N2CCOC2CNC(=O)C(=O)NCCN(C)C)cc1 (configuration not stated) | 1 | 3.4 | -1.5 | 3 | -0.2 | -1 | -13 | -9 | -5.5
Cn1c(SCC(=O)N2CCCCC2)nc2cccnc21 | 2 | 0.7 | -0.4 | -1 | 0.4 | 3 | 11 | 3 | -2.1
O=C(CN1CCN(c2ccc(F)cc2)CC1)Nc1cccnc1Cl | 13 | 0.1 | · | -3 | -2.3 | 0 | 2 | 4 | -0.3
COc1ccc(C(=O)Nc2nc(-c3ccccc3)c(C(C)=O)s2)c(OC)c1 | 3 | 0.1 | · | 3 | -2.9 | 0 | 3 | -6 | -0.3
Cc1[nH][nH]c(=O)c1C(c1ccc([N+](=O)[O-])cc1)c1c(C)[nH][nH]c1=O | -7 | -0.9 | · | 1 | -1.7 | 2 | 6 | -6 | -2.2
CC(C)C(=O)N1CCC1(C)C(=O)Nc1ccc(-n2cncn2)cc1 (configuration not stated) | 9 | -0.4 | -1.2 | -6 | -3.4 | -2 | 2 | -5 | ·
CC(=O)NCCNc1nc2cc(-c3cccc(Cl)c3)sc2c(=O)n1C | -11 | 0.2 | 0.2 | 12 | -1.1 | 6 | -1 | -14 | ·
O=C(COC(=O)CNC(=O)c1ccco1)Nc1ccc(Cl)cn1 | -10 | 0.2 | · | 16 | 0.7 | 2 | -4 | 1 | 0.2
CN(C)C(CNC(=O)c1coc2ccccc2c1=O)c1ccccc1 (configuration not stated) | 6 | 1.7 | -1.2 | -1 | -0.1 | 0 | 7 | -2 | 3.4
CN(CC(=O)Nc1cccc(F)c1)C(=O)c1cc(=O)[nH]c2ccccc12 | -3 | -0.8 | 6.9 | 11 | -1.5 | 9 | 0 | 3 | -0.5
COc1cc(C(=O)Nc2oc(-c3ccccc3)c(-c3ccccc3)c2C#N)cc(OC)c1OC | -6 | -1.7 | -1.6 | -3 | -1.7 | 2 | -11 | -1 | 0.4
Cn1nc(C(=O)NCC(=O)Nc2ccc(F)c(F)c2)ccc1=O | -2 | 1.0 | 3.2 | 12 | -0.4 | 2 | 3 | 4 | ·
CN1OC[C@@H]2CN(S(=O)(=O)c3cccc(C(F)(F)F)c3)[C@H](c3ccc(-c4cc5ccccc5o4)cc3)C[C@@H]21 | -3 | -0.6 | · | 6 | -1.8 | -2 | 0 | 5 | ·
COC(=O)c1ccc(OCC(O)CN2CCOCC2)cc1 (configuration not stated) | 0 | -2.7 | -1.3 | 6 | -0.1 | 2 | -13 | 1 | -2.6
COc1ccc(CC(=O)NNC(=O)c2ccco2)cc1OC | 8 | -2.7 | · | 1 | · | 3 | -21 | -7 | -3.9
CC(=O)Nc1ccccc1O | 3 | -1.3 | 0.9 | 14 | -2.0 | 4 | 3 | 6 | 1.7
CN(Cc1cnn(C)c1)C(=O)c1cc(COc2c(F)cccc2F)on1 | -4 | 0.0 | 0.1 | -5 | -5.0 | -2 | -5 | 2 | -0.5
O=C(Cn1nc(-c2ccccc2F)ccc1=O)Nc1ccc(S(=O)(=O)N2CCCCCC2)cc1 | 17 | -0.1 | · | -3 | -2.1 | 0 | 2 | -30 | 1.5
O=C1c2nc3cc(-c4ccco4)[nH]n3c(=O)c2CN1Cc1ccccc1 | -47 | -4.5 | 0.5 | -1 | 1.9 | 97* | ? | -3 | 0.7
COc1ccc(N2CCN(Cc3nc4scc(-c5ccccc5)c4c(=O)[nH]3)CC2)cc1 | -1 | -1.2 | · | 5 | -2.1 | 1 | -11 | 6 | 1.7
COC(=O)[C@H](CCSC)NC(=O)Cn1cnc2c(SC)nc(N)nc21 | -7 | 0.0 | -0.2 | 5 | -1.9 | 3 | -1 | 0 | 1.1
